LYPLA2 counter: blocks human lysophospholipase 2, a PME1 counter-screen | O95372 | recombinant LYPLA2, FP-Rh probe fluorescence polarization | inhibition, % at 5.9 µM | 0.38% of 320,000 active | AID 2177;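 active = inhibition above the screen-wide mean plus 3 SD, limit set per campaign, cut at about 26% in these data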;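 also: 0% = LYPLA2 with DMSO and 100% = wells lacking LYPLA2 enzyme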
PAD4 inh: PAD4 (human) enzyme inhibition | inhibition, % at 6.36 µM | Q9UM07 | recombinant PAD4, RCA probe fluorescence polarization | 0.41% of 330,000 active | AID 485272;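 active = percent inhibition above a cutoff equal to the mean of all tested compounds plus 3 SD, cut at about 15% in these data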;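 also: 0% = PAD4 with RCA probe and DMSO and 100% = probe without PAD4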
GSTO1 counter: blocks human GSTO1 in RBBP9 counter-screen | 1.1% of 300,000 active | recombinant GSTO1, activity-based probe fluorescence polarization | inhibition, % at 5.96 µM | P78417;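 active = inhibition above the campaign mean inhibition plus 3 SD, cut at about 35% in these data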;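 also: 0% = GSTO1-1 with DMSO and 100% = wells lacking GSTO1-1 enzyme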
Target sequence (P78417 whole entry, looked up): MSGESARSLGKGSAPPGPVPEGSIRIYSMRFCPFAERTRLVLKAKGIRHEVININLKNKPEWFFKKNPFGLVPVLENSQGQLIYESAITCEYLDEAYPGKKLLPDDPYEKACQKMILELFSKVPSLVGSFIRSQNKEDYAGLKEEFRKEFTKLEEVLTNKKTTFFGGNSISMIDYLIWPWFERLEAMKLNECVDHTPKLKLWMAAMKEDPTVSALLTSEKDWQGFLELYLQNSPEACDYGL
PAFAH1B3 FP inh: inhibitors of human PAFAH1B3 | Q15102 | recombinant PAFAH1B3, FP-rhodamine probe, fluorescence polarization | 0.28% of 340,000 active | AID 492972 | inhibition, % at 3.39 µM;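 active = inhibition above the screen-wide average of all tested compounds plus 3 SD, cut at about 25% in these data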;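 also: 0% = enzyme with DMSO only and 100% = wells lacking PAFAH1B3 protein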
Target sequence (Q15102 whole entry, looked up): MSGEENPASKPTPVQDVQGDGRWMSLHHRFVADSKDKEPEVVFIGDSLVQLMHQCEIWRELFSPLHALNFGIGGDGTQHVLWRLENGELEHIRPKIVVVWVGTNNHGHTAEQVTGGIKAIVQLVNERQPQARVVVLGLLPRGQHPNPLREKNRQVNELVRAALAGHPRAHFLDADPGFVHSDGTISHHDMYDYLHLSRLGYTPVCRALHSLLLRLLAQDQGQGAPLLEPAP
PME-1 primary: PME-1 (human) inhibition; 0.53% of 320,000 active; Q9Y570; inhibition, % at 5.9 µM; AID 2130; recombinant PME-1, FP-Rh probe fluorescence polarization;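 active = inhibition above the campaign mean of all compounds plus 3 SD, cut at about 26% in these data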;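 also: competitive labeling of PME-1 active site by serine hydrolase directed probe; 0% = PME-1 with DMSO and 100% = wells lacking PME-1 enzyme; inhibitors block probe labeling so polarization falls and inhibition rises; many of its hits are not listed in these tables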
Target sequence (Q9Y570 whole entry, looked up): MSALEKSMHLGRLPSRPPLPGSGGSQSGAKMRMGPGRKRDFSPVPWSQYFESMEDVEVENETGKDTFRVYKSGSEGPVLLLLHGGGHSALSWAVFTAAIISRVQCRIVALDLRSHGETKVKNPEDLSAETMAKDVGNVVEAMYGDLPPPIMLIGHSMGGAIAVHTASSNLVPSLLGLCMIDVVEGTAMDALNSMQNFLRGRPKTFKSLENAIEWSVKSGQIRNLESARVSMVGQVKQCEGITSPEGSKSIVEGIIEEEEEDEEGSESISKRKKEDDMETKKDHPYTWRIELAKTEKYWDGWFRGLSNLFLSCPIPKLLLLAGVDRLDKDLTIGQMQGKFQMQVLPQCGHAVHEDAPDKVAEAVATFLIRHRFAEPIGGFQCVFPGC
pPAFAH FP inh: pPAFAH (human) enzyme inhibition. Q13093. recombinant pPAFAH, FP-rhodamine probe fluorescence polarization. inhibition, % at 3.39 µM. 1.5% of 330,000 active. AID 463082;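 active = inhibition above the mean inhibition across the screen plus 3 SD, cut at about 25% in these data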;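 also: inhibitors block binding of the rhodamine activity-based probe so polarization drops; 0% = enzyme with DMSO and 100% = wells lacking pPAFAH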
LYPLA1 counter: blocks human lysophospholipase 1, a PME1 counter-screen | recombinant LYPLA1, FP-Rh probe fluorescence polarization | inhibition, % at 5.9 µM | 0.16% of 320,000 active;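 active = inhibition above the mean of all tested compounds plus 3 SD, set per campaign, cut at about 14% in these data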;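 also: inhibitors block serine hydrolase probe labeling of LYPLA1 so polarization falls; 0% = enzyme with DMSO and 100% = wells lacking LYPLA1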
PAFAH1B2 inh: blocks human PAF acetylhydrolase 1b catalytic subunit 2; recombinant PAFAH1B2, FP-rhodamine activity probe, fluorescence polarization; inhibition, % at 3.39 µM; P68402; 1.2% of 340,000 active;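 active = inhibition above the mean of all tested compounds plus 3 SD, cut at about 24% in these data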;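 also: 0% = enzyme with DMSO and 100% = wells lacking PAFAH1B2; many of its hits are not listed in these tables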
PREPL inhibitor: human PREPL enzyme inhibition. recombinant PREPL, fluorescence polarization activity-based probe. inhibition, % at 5.96 µM. 0.68% of 320,000 active; in the data active = inhibition above about 43%;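 also: 0% = enzyme with DMSO and 100% = wells lacking enzyme; many of its hits are not listed in these tables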
Starred values were filed as active, the others as inactive; · = no result given.

Letters – A = LYPLA2 counter; B = PAD4 inh; C = GSTO1 counter; D = PAFAH1B3 FP inh; E = PME-1 primary; F = pPAFAH FP inh; G = LYPLA1 counter; H = PAFAH1B2 inh; I = PREPL inhibitor
1	CC(=O)OCC1(C)CN(c2ccccc2)N(C(=O)c2ccc(F)cc2)C1=O (configuration not stated)
  A = 6; B = -2; C = 36*; D = 2; E = 7; F = 2; G = 1; H = 1; I = -12

2	CCCc1cc(C(=O)N2CCCC(N3CCN(c4ccccc4F)CC3)C2)n(C)n1 (configuration not stated)
  A = 4; B = 4; C = 4; D = 6; E = 3; F = -6; G = 3; H = 1; I = 17

3	CCOC(=O)c1cccc(NC(=O)CSc2nnc(COc3ccc(Cl)cc3)o2)c1
  A = -5; B = -9; C = -5; D = 2; E = -7; F = 1; G = 1; H = 7; I = -5

4	CCOc1ccc(Br)cc1S(=O)(=O)NCc1ccc(S(N)(=O)=O)cc1
  A = -4; B = 0; C = 1; D = 5; E = -1; F = 1; G = -2; H = 0; I = 8

5	Nc1nnc(CC(=O)N/N=C/c2ccc(-c3ccccc3)o2)s1
  A = -2; B = -3; C = 2; D = 4; E = -5; F = 3; G = -2; H = 2; I = 8

6	O=c1c2ccccc2nc(SCc2nc3ccccc3s2)n1CCCO
  A = 2; B = -4; C = -2; D = -8; E = -2; F = 6; G = -4; H = -1; I = 28

7	O=C(O)c1cn(-c2ccccc2)nc1C(=O)O
  A = 5; B = -3; C = 7; D = 1; E = 4; F = -3; G = 3; H = -4; I = 2

8	O=C(c1nc2ccccn2c1CN1CCCC(O)C1)N1CCN(C2CCCCC2)CC1 (configuration not stated)
  A = 0; B = 0; C = 0; D = -5; E = -2; F = 4; G = 0; H = 1; I = 5

9	COc1ccc(SCc2noc(C(=O)NC(C)C)c2C(=O)O)cc1
  A = 8; B = -3; C = -11; D = -2; E = -2; F = 2; G = 3; H = 9; I = 15

10	O=C1N[C@@H](c2ccccc2)COC(=O)[C@@H](Cc2ccc(F)cc2)CC/C=C/C[C@@H]1CC(=O)N(CCO)Cc1ccccc1
  A = ·; B = -6; C = ·; D = 3; E = ·; F = 5; G = ·; H = 12; I = 35

11	CCN(CCCNC(=O)CCNC(=O)Cn1cnc2ccccc2c1=O)c1cccc(C)c1
  A = 3; B = -5; C = 3; D = 5; E = -2; F = 9; G = -1; H = 2; I = 5

12	Cc1ccc(CNC(=O)COc2ccc(C(=O)c3ccc(F)cc3)cc2)cc1
  A = 1; B = 6; C = 56*; D = 0; E = -9; F = 3; G = -1; H = 2; I = 0

13	COc1cc(OC)nc(NC(=O)COC(=O)c2cccc(Cl)c2)n1
  A = -6; B = -3; C = -8; D = 8; E = 6; F = 1; G = -1; H = -9; I = 3

14	Cc1cc(C)n(CCNS(=O)(=O)c2ccc(C)c(C)c2)n1
  A = 4; B = 0; C = 4; D = 5; E = 5; F = 5; G = -1; H = 7; I = 4

15	CCN(CC#CCC1(O)c2ccccc2-c2ccccc21)C(C)C
  A = -2; B = 3; C = 5; D = 12; E = -8; F = -6; G = -1; H = 1; I = -45

16	CCC1CCCCN1C(=O)COC(=O)c1cc(C)nc2ccccc12 (configuration not stated)
  A = 0; B = -4; C = ·; D = -1; E = 4; F = 2; G = -1; H = 11; I = -4

17	COC(=O)C1=C(C)N(Cc2ccccc2)C(=NCCc2cccnc2)N[C@H]1c1ccc(Br)cc1
  A = ·; B = 1; C = ·; D = -2; E = ·; F = -2; G = ·; H = -6; I = 41

18	C/C(=N/OC(=O)c1ccc(C(F)(F)F)cc1)c1oc(C)nc1C
  A = 7; B = -4; C = 7; D = 1; E = 3; F = -1; G = 2; H = 7; I = 25

19	O=C(CSc1nnc(-c2cccs2)n1CC1CCCO1)c1cc2ccccc2o1 (configuration not stated)
  A = -8; B = -22; C = 3; D = -2; E = -23; F = -3; G = -9; H = 5; I = 0

20	Cc1ccc(-c2noc(CCC(=O)NCC3CCCO3)n2)cc1 (configuration not stated)
  A = 3; B = -2; C = -1; D = 8; E = 2; F = 5; G = -1; H = 4; I = 8

21	CC1(C)CC(C(=O)Nc2nccs2)CCO1 (configuration not stated)
  A = 1; B = 0; C = -5; D = 9; E = -2; F = 4; G = 0; H = -5; I = -1

22	COC(=O)[C@@]12CCCCN1[C@H](c1ccc(-c3cc(C(C)=O)cs3)cc1)[C@H]1C(=O)N(C)C(=O)[C@H]12
  A = -2; B = -2; C = -13; D = 2; E = 0; F = 3; G = -3; H = 3; I = 6

23	COc1cc2ccccc2cc1C(=O)NC1CCCCC1
  A = -2; B = 0; C = ·; D = 12; E = 2; F = -4; G = -2; H = 2; I = 9

24	COc1cc(NC(=O)C(C)N2CCN(C(=O)C3CC3)CC2)cc(OC)c1 (configuration not stated)
  A = -2; B = -1; C = ·; D = 11; E = -2; F = 1; G = 1; H = 6; I = 3

25	CC(=O)c1sc2nc(C)cc(C)c2c1N
  A = 0; B = -1; C = -3; D = 9; E = -1; F = 0; G = 1; H = -2; I = -4

26	CCCc1cc(=O)oc2cc(C)cc(OCC(=O)NCc3ccncc3)c12
  A = 2; B = -3; C = 2; D = 6; E = 1; F = 5; G = 2; H = 0; I = 0

27	COCCN1CCN(C(=O)C2CCC(=O)N(CCCc3ccccc3)C2)CC1 (configuration not stated)
  A = 1; B = -4; C = -2; D = 12; E = 4; F = 13; G = -1; H = 0; I = 4

28	COCCN(C(=O)CC1C(=O)NCCN1Cc1ccc(-c2ccccc2)cc1)C(C)C (configuration not stated)
  A = -1; B = 5; C = 11; D = -6; E = 4; F = 7; G = 0; H = 1; I = 23

29	O=C(COc1ccc(S(=O)(=O)N2CCCC2)cc1)N1CCN(c2ccccc2F)CC1
  A = -4; B = 2; C = 11; D = 3; E = 3; F = 14; G = -8; H = -2; I = 16

30	N#Cc1nc(-c2ccco2)oc1N1CCN(c2cccc(Cl)c2)CC1
  A = 14; B = 2; C = 3; D = 8; E = 4; F = 2; G = 2; H = -5; I = 40

31	CCCCc1nc2sc3c(=O)n(N)cnc3c2c2c1CCC2
  A = 5; B = 3; C = 3; D = 2; E = -2; F = 2; G = 4; H = 6; I = -3

32	c1ccc2c(c1)ccc1ccccc12
  A = ·; B = -1; C = ·; D = 16; E = ·; F = 3; G = ·; H = 2; I = -2

33	CCc1ccc(C2CC(c3ccco3)=NN2S(C)(=O)=O)cc1 (configuration not stated)
  A = -7; B = -13; C = 2; D = 3; E = -4; F = 3; G = 0; H = 1; I = -34

34	COc1ccc(NC(=O)Nc2ccc(C(=O)N3CCOCC3)cc2)c(OC)c1
  A = 0; B = 2; C = 3; D = 4; E = 0; F = 6; G = 0; H = -3; I = 1

35	O=C(NCCC1CCCCN1S(=O)(=O)c1ccccc1)C(=O)Nc1ccccc1 (configuration not stated)
  A = 0; B = 1; C = 4; D = 4; E = -2; F = 12; G = 2; H = 0; I = -13

36	CC(OC(=O)C1CC1)C(=O)Nc1ncc(Cl)cc1Cl (configuration not stated)
  A = 1; B = 0; C = ·; D = 5; E = 2; F = 2; G = 2; H = 6; I = -4

37	CC1(C)O[C@H]2CC(=O)OC[C@]23[C@H]2CC[C@@]4(C)[C@H](c5ccoc5)OC(=O)[C@H]5O[C@]54[C@]2(C)[C@@H](O)C[C@@H]13
  A = -3; B = -3; C = ·; D = 9; E = 1; F = 1; G = -3; H = 4; I = 3

38	CC(OC(=O)c1ccc2ccccc2n1)C(=O)Nc1ccc(N2CCOCC2)cc1 (configuration not stated)
  A = 2; B = -3; C = -1; D = 3; E = 2; F = 4; G = 0; H = 4; I = 7

39	COc1ccc2[nH]c3c(=O)n(CCCC(=O)NC4CCCCC4C)c(=S)[nH]c3c2c1 (configuration not stated)
  A = -4; B = -7; C = -1; D = 4; E = -10; F = -8; G = -3; H = -2; I = 19

40	CCOc1cccc(N)c1
  A = 3; B = -3; C = ·; D = 5; E = -6; F = -10; G = -3; H = -1; I = 10

41	CSc1nc(C(=O)N2CCCC(C(=O)c3ccc(Cl)cc3)C2)cs1 (configuration not stated)
  A = 5; B = 1; C = -1; D = 8; E = -1; F = -3; G = -2; H = 5; I = 2

42	Cc1cccc(NC(=S)N(CCCN2CCOCC2)C(C)c2cc3ccccc3o2)c1 (configuration not stated)
  A = 8; B = 1; C = -1; D = -1; E = 3; F = 6; G = 4; H = 3; I = 7

43	COC(=O)c1ccc(N/C=C\C(=O)c2ccc3c(c2)OCO3)cc1
  A = -7; B = -5; C = 1; D = 2; E = -4; F = 4; G = -2; H = 3; I = 16

44	COC(=O)C1=CN(Cc2ccc(F)cc2)C=C(C(=O)OC)C1c1cc(OC)c(OC)c(OC)c1
  A = 4; B = -2; C = 8; D = -2; E = 2; F = 4; G = 0; H = 5; I = 9

45	CCn1c(SCC(=O)N2c3ccccc3CC2C)nnc1-c1ccco1 (configuration not stated)
  A = -3; B = 0; C = -1; D = -6; E = -2; F = 6; G = -4; H = 4; I = -2

46	CCCOc1ccc2[nH]c(C(=O)N/N=C/c3cc(OC)c(OC)c(OC)c3)cc2c1
  A = -57; B = -3; C = -1; D = 17; E = 13; F = 4; G = -29; H = 6; I = 16

47	Cc1ccc(NC(=O)CSc2nnc(-c3ccco3)n2N)cc1F
  A = 7; B = -1; C = 6; D = 3; E = 1; F = 1; G = 5; H = 0; I = -11

48	COC(=O)CNC(=O)c1cc(-c2ccncc2)nc2c(C)c(Cl)ccc12
  A = -7; B = -3; C = 1; D = 12; E = 8; F = 0; G = -17; H = 7; I = -2

49	COc1ccccc1NC(=O)C1CCCN(S(=O)(=O)c2ccc3c(c2)CC(C)N3C(C)=O)C1 (configuration not stated)
  A = -2; B = 1; C = 3; D = 3; E = -3; F = 2; G = 0; H = 6; I = -7

50	O=C(CN1CCCC1)N1CCCc2c1c(=O)oc1ccc(OCc3ccccc3)cc21
  A = 16; B = 2; C = -1; D = 8; E = 2; F = 9; G = -1; H = 4; I = 29

51	CCCOC(=O)CC1C(=O)NCCN1C(=O)OC(C)(C)C (configuration not stated)
  A = -3; B = 0; C = 10; D = 3; E = 0; F = 8; G = 0; H = 2; I = 2

A draw from above in order of count of non-hydrogen atoms, largest number first.
Letters – A = LYPLA2 counter; B = PAD4 inh; C = GSTO1 counter; D = PAFAH1B3 FP inh; E = PME-1 primary; F = pPAFAH FP inh; G = LYPLA1 counter; H = PAFAH1B2 inh; I = PREPL inhibitor
49	COc1ccccc1NC(=O)C1CCCN(S(=O)(=O)c2ccc3c(c2)CC(C)N3C(C)=O)C1 (configuration not stated)
  A = -2; B = 1; C = 3; D = 3; E = -3; F = 2; G = 0; H = 6; I = -7

50	O=C(CN1CCCC1)N1CCCc2c1c(=O)oc1ccc(OCc3ccccc3)cc21
  A = 16; B = 2; C = -1; D = 8; E = 2; F = 9; G = -1; H = 4; I = 29

41	CSc1nc(C(=O)N2CCCC(C(=O)c3ccc(Cl)cc3)C2)cs1 (configuration not stated)
  A = 5; B = 1; C = -1; D = 8; E = -1; F = -3; G = -2; H = 5; I = 2

These rows are one share of the data; rates above refer to the full screens.
